PREPL inhibitor: inhibits the human prolyl oligopeptidase-like enzyme; AID 2751; Q4J6C6; inhibition, % at 5.96 µM; recombinant PREPL, fluorescence polarization activity-based probe; 0.68% of 320,000 active; in the data active means inhibition above about 43%;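 further: 0% = enzyme with DMSO and 100% = wells lacking enzyme; many of its hits are not listed in these tables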
PAFAH2 FP inh: PAFAH2 (human) inhibition; Q99487; recombinant PAFAH2, FP-rhodamine activity probe, fluorescence polarization; inhibition, % at 3.39 µM; 0.99% of 340,000 active; AID 492956;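 active means inhibition above the mean over all tested compounds plus 3 SD, cut at about 30% in these data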;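 further: inhibitors block probe labeling of enzyme so polarization drops; 0% = enzyme with DMSO and 100% = wells lacking PAFAH2 protein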
pPAFAH inh: inhibitors of human plasma PAF acetylhydrolase (pPAFAH); recombinant pPAFAH, FP-rhodamine probe fluorescence polarization; inhibition, % at 3.39 µM; 1.5% of 330,000 active; AID 463082;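 active means inhibition above the mean inhibition across the screen plus 3 SD, cut at about 25% in these data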;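 further: inhibitors block binding of the rhodamine activity-based probe so polarization drops; 0% = enzyme with DMSO and 100% = wells lacking pPAFAH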
Target sequence (Q13093 whole entry, looked up): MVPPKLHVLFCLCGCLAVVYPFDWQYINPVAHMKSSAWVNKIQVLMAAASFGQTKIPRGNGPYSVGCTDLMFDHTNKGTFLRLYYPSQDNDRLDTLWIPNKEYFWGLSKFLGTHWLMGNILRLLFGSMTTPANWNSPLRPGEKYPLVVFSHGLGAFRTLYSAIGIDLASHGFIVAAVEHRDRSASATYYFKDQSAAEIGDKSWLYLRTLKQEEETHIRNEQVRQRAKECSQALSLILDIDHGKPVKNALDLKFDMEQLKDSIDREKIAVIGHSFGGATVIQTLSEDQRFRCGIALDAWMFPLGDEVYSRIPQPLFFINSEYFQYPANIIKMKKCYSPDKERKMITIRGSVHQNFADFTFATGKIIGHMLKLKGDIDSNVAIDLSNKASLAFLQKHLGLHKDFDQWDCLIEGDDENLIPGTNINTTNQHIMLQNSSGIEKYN
PAFAH1B3 inh: inhibitors of human PAFAH1B3. 0.28% of 340,000 active. recombinant PAFAH1B3, FP-rhodamine probe, fluorescence polarization. AID 492972. inhibition, % at 3.39 µM. Q15102;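 active means inhibition above the screen-wide average of all tested compounds plus 3 SD, cut at about 25% in these data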;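 further: 0% = enzyme with DMSO only and 100% = wells lacking PAFAH1B3 protein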
PAFAH1B2 FP inh: inhibitors of human PAFAH1B2. P68402. recombinant PAFAH1B2, FP-rhodamine activity probe, fluorescence polarization. inhibition, % at 3.39 µM. 1.2% of 340,000 active. AID 492953;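 active means inhibition above the mean of all tested compounds plus 3 SD, cut at about 24% in these data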;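 further: 0% = enzyme with DMSO and 100% = wells lacking PAFAH1B2; many of its hits are not listed in these tables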
EBNA-1 inh: blocks EBNA-1 binding to DNA; EBNA-1 DNA binding, fluorescence polarization; 0.34% of 300,000 active; inhibition, % at 14.8 µM; AID 1950; in the data active means inhibition above about 28%
LYPLA2 inh: blocks human lysophospholipase 2, a PME1 counter-screen | O95372 | recombinant LYPLA2, FP-Rh probe fluorescence polarization | inhibition, % at 5.9 µM | 0.38% of 320,000 active | AID 2177;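 active means inhibition above the screen-wide mean plus 3 SD, limit set per campaign, cut at about 26% in these data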;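 further: 0% = LYPLA2 with DMSO and 100% = wells lacking LYPLA2 enzyme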
Target sequence (O95372 whole entry, looked up): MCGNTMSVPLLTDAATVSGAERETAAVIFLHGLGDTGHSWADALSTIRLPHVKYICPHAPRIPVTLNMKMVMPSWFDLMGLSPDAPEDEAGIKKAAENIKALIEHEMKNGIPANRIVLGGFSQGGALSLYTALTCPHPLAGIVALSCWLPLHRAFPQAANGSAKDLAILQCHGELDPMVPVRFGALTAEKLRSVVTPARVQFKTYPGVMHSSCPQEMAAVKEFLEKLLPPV
ZTA DNA inh: counter-screen for EBNA-1 inhibitors: inhibitors of Epstein-Barr virus ZTA. P03206. ZTA-DNA binding, fluorescence polarization. inhibition, % at 11 µM. 0.15% of 320,000 active. AID 2234; in the data active means inhibition above about 33%
Target sequence (P03206 whole entry, looked up): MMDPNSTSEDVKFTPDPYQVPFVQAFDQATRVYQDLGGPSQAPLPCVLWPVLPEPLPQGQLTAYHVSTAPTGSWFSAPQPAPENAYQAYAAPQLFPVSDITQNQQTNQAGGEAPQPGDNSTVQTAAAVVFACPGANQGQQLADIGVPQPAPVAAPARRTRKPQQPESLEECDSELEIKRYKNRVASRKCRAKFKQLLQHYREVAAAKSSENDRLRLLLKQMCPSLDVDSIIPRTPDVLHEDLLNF
LYPLA1 counter: counter-screen for PME1 inhibitors: inhibitors of human LYPLA1 | inhibition, % at 5.9 µM | recombinant LYPLA1, FP-Rh probe fluorescence polarization | 0.16% of 320,000 active | O75608;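 active means inhibition above the mean of all tested compounds plus 3 SD, set per campaign, cut at about 14% in these data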;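 further: inhibitors block serine hydrolase probe labeling of LYPLA1 so polarization falls; 0% = enzyme with DMSO and 100% = wells lacking LYPLA1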
An asterisk follows results filed as active; . = not tested or not shown. The list is partial. The share of hits here may be higher or lower than overall.

Structure	ZTA DNA inh	LYPLA2 inh	PAFAH1B3 inh	PAFAH1B2 FP inh	PAFAH2 FP inh	LYPLA1 counter	pPAFAH inh	PREPL inhibitor	EBNA-1 inh
CCOc1cccc2cc(C(=O)Nc3nccs3)c(=O)oc12	17	-3	11	4	-6	-6	-1	-7	8
CN(C)CCCOC(=O)CCc1ccccc1	3	2	-1	2	0	0	-2	-12	7
COc1ccccc1N1CCN(CC(O)c2ccc3cc[nH]c3c2)CC1 (stereo not given)	3	5	-8	0	0	2	11	12	-1
CCN(CC)CCNC(=S)Nc1ccc2nc(N3CCOCC3)cc(C)c2c1	8	8	8	-2	-7	4	-1	3	4
O=C(CNC(=O)c1ccc(Br)o1)NC12CC3CC(CC(C3)C1)C2	3	1	12	7	-2	-2	4	4	-6
OCCC1CN(Cc2ccc3cc(Cl)ccc3n2)CCN1Cc1ccsc1 (stereo not given)	6	-1	3	3	1	-3	-3	21	-20
COc1ccc(C(=O)Nc2cccc(NC(C)=O)c2)cc1OC	20	2	11	3	-4	2	-3	17	-7
O=C(O)CCCCCNC(=O)c1ccccc1	9	-1	8	0	-2	-1	3	0	12
Cc1ccnc(NS(=O)(=O)c2ccc(N=CC3=C(O)CC(C)(C)CC3=O)cc2)n1	3	-1	1	-3	1	1	0	-14	3
CC(C)=NNc1nc2c(c(=O)n(C)c(=O)n2C)n1CCc1ccccc1	2	1	3	5	3	2	9	13	-12
CCOC(Cn1c(CCCO)nc2ccccc21)OCC	4	3	7	1	-11	-1	4	0	2
O=C(C[C@@H]1C/C=C\C[C@@H](NC(=O)OCC2c3ccccc3-c3ccccc32)C(=O)OC[C@@H](Cc2ccccc2)NC1=O)NCCO	.	.	-1	1	0	.	5	19	.
CCS(=O)(=O)NCc1csc(C)n1	-13	3	6	-2	6	-2	0	3	6
O=C(O)CSCC(=O)Nc1ccc(C2CCCCC2)cc1	-6	0	9	14	20	0	13	8	3
O=C(NCCCN1CCCC1=O)C1CCN(S(=O)(=O)c2cccc(Cl)c2Cl)CC1	2	-4	5	3	11	3	1	6	.
CC(=O)Nc1ccc(S(=O)(=O)NCCSCc2ccco2)cc1	-5	-8	-5	-6	10	-2	2	20	-8
COc1ccccc1OCCSc1nc(N)cc(N)n1	-3	-3	2	-1	-4	-4	-2	-12	0
CCS(=O)(=O)N1CCN(C2Cc3ccccc3C2)CC1	-4	1	-1	3	-1	0	-3	2	3
Cc1cc(NC(=O)CSCC(=O)Nc2cc(C(F)(F)F)ccc2N2CCCC2)no1	-4	0	-6	5	8	4	2	0	-3
COc1ccc(COc2ccccc2C(=O)NCc2ccccc2)cc1F	-3	-4	7	6	2	-9	9	15	11
Cc1cccc(C)c1NC(=O)CSCCO	-4	2	6	2	8	-2	1	-5	17
CC(=O)c1nn(-c2cccc(C)c2)cc1C(=O)c1cccc(Br)c1	6	-1	11	3	3	-1	1	-8	3
Cc1ccc(Cn2nc(C)c3cc(C(=O)OCC(N)=O)sc32)cc1	6	18	13	2	5	1	-3	-6	4
O=C1c2ccccc2C(O)N1Cc1ccccc1 (stereo not given)	-5	4	4	-2	4	3	5	9	-4
CN=c1sc(C(=O)Nc2ccccc2)c(C)n1C	-20	5	2	4	4	1	4	10	-5
O=C(Cc1ccccc1)Nc1cc([N+](=O)[O-])ccc1N1CCOCC1	2	-6	5	4	10	-1	4	22	-6
Cc1ccc(/C(O)=C2\C(=O)C(=O)N(c3cc(C)on3)C2c2cccc(Br)c2)cc1 (stereo not given)	3	1	6	-1	9	0	4	-8	-6
COc1ccc(NC(=O)COC(=O)c2ncc(Cl)c(Cl)c2Cl)c(OC)c1	-11	-6	5	-1	0	0	8	1	5
CCN(C(=O)Cn1cc(C(=O)C(=O)N2CCOCC2)c2ccccc21)c1ccccc1	5	6	22	4	1	0	1	8	6
CCOC(=O)CSC1=NC(=O)CS1	-6	6	0	5	-2	1	1	-4	-10
COC(=O)N/N=C(\C)c1ccccc1Br	-1	1	-1	5	0	4	7	-8	-3
NC(=O)CCCn1c(C(=O)c2cc(Cl)c(N)c(Cl)c2)c2ccc(C(F)(F)F)cc2[n+]1[O-]	-6	1	0	0	-1	0	4	6	-4
CCn1c(SCC(=O)N2CCCCC2C)nnc1-c1ccco1 (stereo not given)	-25	2	-2	2	2	0	9	10	-1
C=CCOc1cccc(C(=O)N2CCCC(Nc3ccc(F)cc3)C2)c1 (stereo not given)	0	3	10	-2	-7	4	9	40	3
Cn1ncc(Br)c1C(=O)N/N=C/c1cccc(OC2CSC2)c1	6	-1	1	0	-1	-1	4	11	-1
CCOC(=O)c1nnn(CC(=O)N2N=C(c3ccc(Cl)cc3)CC2c2ccccc2)c1C(=O)OCC (stereo not given)	19	-2	4	5	-5	-1	20	2	9
C/C(=N\N(c1ccccc1)c1ccccc1)c1ccc(O)cc1	-11	0	6	4	6	-5	8	-7	-9
O=[N+]([O-])c1c(NCCO)cc(N2CCC3(CC2)OCCO3)c2nonc12	5	6	2	3	1	4	4	6	7
O=C(N/C(=C/c1ccccc1)C(=O)N1CCOCC1)c1ccc([N+](=O)[O-])cc1	-9	-6	3	0	5	-5	-1	7	-4
O=C(c1cc(-c2ccc(Cl)c(Cl)c2)on1)N1CCCCC1	-12	4	-2	0	-1	3	2	21	1
COC(=O)c1c(F)c(F)c(NCCO)c(F)c1F	-2	-4	5	0	4	-2	8	4	12
Cc1cc(NS(=O)(=O)c2ccc(OCCNS(C)(=O)=O)cc2)no1	7	8	12	1	7	3	0	-1	1
NS(=O)(=O)c1ccc(CCNC(=O)C2CCCN2S(=O)(=O)c2cccc3nsnc23)cc1 (stereo not given)	-19	10	4	6	4	4	2	3	-4
C=CCNC(=O)C1(S(=O)(=O)c2ccccc2)CC=CC1	-6	-2	8	-7	1	0	5	2	12
CC(C)(C)CC(C)(C)NC(=O)c1ccccc1	-6	5	-8	4	0	-2	6	12	1
O=C(N/N=C/C=C/c1ccco1)c1cnccn1	-4	-1	.	.	.	-3	9	0	2
COc1ccccc1N1CC(C(=O)Nc2ccc3c(c2)OCO3)CC1=O (stereo not given)	8	-1	4	5	6	4	4	9	-5
N/C(=N\OC(=O)c1ccc(=O)n(Cc2ccc(Cl)cc2)c1)c1ccccn1	-14	5	9	6	12	-4	-3	-11	-9
CCc1nnc(NC(=O)C2CC(=O)N(c3ccc4c(c3)OCCO4)C2)s1 (stereo not given)	0	1	0	0	-2	0	3	1	-1
COc1ccc(OC(=O)CCN2C(=O)C3C4C=CC(C4)C3C2=O)cc1 (stereo not given)	-5	0	0	5	-1	-4	8	17	-4
CCN(CC)S(=O)(=O)c1ccc(NC(=O)c2ccc(Cl)nc2)cc1	7	-2	2	0	-6	1	-4	13	3
Clc1ccc2nc(CN3CCCc4ccccc43)cn2c1	-5	1	6	1	5	-2	18	67*	1
O=C(NC1CC1)C1CCN(C(=O)c2ccc(Cl)cc2)CC1	3	-6	4	-2	-1	0	0	-9	4
Cc1cccc(Oc2coc3cc(OC(=O)c4cc5ccccc5oc4=O)ccc3c2=O)c1	2	-3	7	4	3	-1	-2	-3	0
COc1ccc(NC(=O)CN2C(=O)NC(C)(C3CC3)C2=O)cc1S(=O)(=O)N1CCOCC1 (stereo not given)	-2	-6	-1	2	1	-7	1	7	.
COc1ccc(NS(=O)(=O)c2csc(C(N)=O)c2)cc1	-10	5	3	6	-3	0	7	4	-3
CC1CCN(C(=O)CSc2nc(=O)n3cc(Cl)ccc3n2)CC1	6	-4	4	-3	7	-2	4	8	0
Cc1ccc(Cn2nnc3c(=O)n(CC(=O)c4ccccc4)cnc32)cc1	3	5	5	-2	-7	-4	-2	4	3
O=C(COc1ccc2c(c1)oc(=O)c1ccccc12)N[C@@H](Cc1ccccc1)C(=O)O	9	4	-1	6	4	0	3	9	11
Cc1ccc(NC(=O)N2CCN(Cc3ccc4c(c3)OCO4)CC2)cc1	5	2	-5	6	-5	-1	-1	7	3

Ordered by the number under PAFAH1B2 FP inh (lowest first): some entries from above
structure | PAFAH1B2 FP inh
Cc1cc(NS(=O)(=O)c2ccc(OCCNS(C)(=O)=O)cc2)no1 | 1
Cc1cccc(Oc2coc3cc(OC(=O)c4cc5ccccc5oc4=O)ccc3c2=O)c1 | 4
NS(=O)(=O)c1ccc(CCNC(=O)C2CCCN2S(=O)(=O)c2cccc3nsnc23)cc1 (stereo not given) | 6

The list continues:
Structure	ZTA DNA inh	LYPLA2 inh	PAFAH1B3 inh	PAFAH1B2 FP inh	PAFAH2 FP inh	LYPLA1 counter	pPAFAH inh	PREPL inhibitor	EBNA-1 inh
COc1ccc(NC(=O)CN(C)C(C)C(=O)NC(=O)NC2CCCCC2)cc1 (stereo not given)	-7	0	-2	-1	0	-2	-1	-9	-11
COCC(=O)Nc1ccc(S(=O)(=O)NCC2CCCO2)cc1 (stereo not given)	3	-5	7	4	2	-4	5	2	-6
COc1cc2c(cc1NC(=O)CSc1nnc(Cc3cccs3)n1Cc1ccco1)oc1ccccc12	2	-10	-4	-1	-9	-10	10	5	11
CC(C)C[C@H]1CN=C(Nc2ccccc2)N1CC1CCC(C)CC1 (stereo not given in full)	18	-2	-7	-1	3	-2	2	24	13
CCCN1CCC(=NNc2ccc(C(=O)O)cc2)CC1	6	5	12	3	35*	1	3	8	-3
CCOc1ccc(NC(=O)CN(C)C(=O)c2cc(C)nc3ccccc23)cc1OCC	4	3	2	4	-3	-4	0	-1	.
CCOc1ccccc1NC(=S)/C(=C(\[O-])c1ccc2c(c1)OCCO2)[n+]1ccc(CC)cc1	-2	-2	-6	-6	2	-2	3	16	-12
CCCCNCCCCOc1ccccc1	-2	1	9	1	1	1	3	-9	-7
COc1ccc(C2NC(C(=O)O)Cc3c2[nH]c2ccccc32)cc1OC (stereo not given)	7	-1	13	10	3	1	7	7	-1
CCOC(=O)c1sc(NC(=O)c2cccs2)cc1C	7	-6	2	5	-1	-8	-1	7	19
CN1C[C@@H]2C(c3ccccc3)C3(c4ccccc4)CC2(C3)[C@H]1c1ccccc1 (stereo not given in full)	7	-3	8	7	1	-1	-3	-7	0
CC(/C=C/c1ccc2c(c1)OCO2)=N/NC(=O)COc1ccc(C)cc1	18	5	0	4	4	-4	0	-3	3
COc1cccc(Cn2cnc3c(N)c(C)c(C)cc32)c1	10	-3	-5	3	1	0	13	18	-1
COc1ccc(-c2noc(N3CCCC(C(=O)Nc4ccccc4F)C3)n2)cc1 (stereo not given)	9	-1	8	-1	-6	0	-2	0	22
COc1ccccc1OCC(=O)Nc1sc2c(c1C(=O)NCC1CCCO1)CCC2 (stereo not given)	-11	-3	8	1	-1	-5	8	3	2
COc1ccccc1CC(=O)Nc1ccccc1C(=O)O	-9	5	0	-2	-2	4	-1	18	-6
COC(=O)c1cnc(N2CCCN(S(=O)(=O)c3ccc(C(F)(F)F)cc3)CC2)nc1C(F)(F)F	-14	8	13	3	2	3	1	-4	-3
CCc1cc2c(=O)n(-c3ccc(C)cc3)cnc2s1	8	4	3	2	1	2	0	5	0
CCCn1c(N)c(N(CCOC)C(=O)c2ccc(N3CCCC3=O)cc2)c(=O)[nH]c1=O	3	4	13	1	-6	0	0	-5	0
